HT1080NT lethal = kills 2HG-producing HT-1080-NT fibrosarcoma cells; Potency, µM (titrated, usually from 46.1 µM), for the others: top-dose activity, negative = less viability, usual class: cytotoxic; HT-1080-NT fibrosarcoma viability, CellTiter-Glo ATP luminescence, 48 h; AID 686970; 360,000 compounds, 1.6% hits;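 further: NT is the 2HG producing partner of a matched IDH1 knockdown line; potency means the concentration at half of the fitted maximal effect; 0% = DMSO-treated cells and -100% = media-only wells without cells; nearly all actives have a fitted effect of over 55% in size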
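750 cells/well, RPMI + 5% FBS; 2 h settle, compound pin-transfer, 48 h at 37 degrees C. CellTiter-Glo 10 min RT, luminescence. Normalized to DMSO and media-only wells.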
S2 tox = cell viability loss in ATXN counter-screen; S2 cells (HEK-293 line with an ATXN2-luciferase reporter) viability, CellTiter-Fluor protease fluorescence, 24 h; 400,000 compounds, 0.49% hits; AID 651635; Potency, µM (series often up to 56.7 µM), usual class: cytotoxic; further: potency means the concentration at half of the fitted maximal effect; nearly all actives have a fitted effect of over 40% in size
IL1B secr inh = inflammasome signaling inhibition, IL-1 beta readout; THP-1 LPS/ATP IL-1B secretion, AlphaLISA, 16 h; stronger effect = lower value; activity change, % at 57.5 µM; 360,000 compounds, 4.7% hits; in the data active means activity change below about -50%; inconclusive means mostly about -30% to -49%; further: on the % scale 0 is the no-effect control and ±100 the full control effect
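Secreted IL-1B measured by AlphaLISA bead assay after 16 h compound exposure of THP-1 cells; compounds (final up to 57.5 uM) added 1 h before LPS (250 ng/mL) and ATP (1.25 mM) stimulation; lower signal means less secretion.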
KB-3-1 tox = kills parental KB-3-1 adenocarcinoma cells | KB-3-1 viability, CellTiter-Glo ATP luminescence, 72 h | 400,000 compounds, 1.4% hits | Potency, µM (doses to about 46.1 µM), inactives show at the highest dose activity change, negative = cytotoxic, usual class: cytotoxic; further: potency means the concentration at half of the fitted maximal effect; on the % scale 0 is the no-effect control and ±100 the full control effect; nearly all actives have a fitted effect of over 60% in size
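Luminescent ATP read-out (CellTiter-Glo) measures survival of drug-naive KB-3-1 cells after 72 h compound exposure at 37 °C. Titration series was screened from lowest to highest concentration, with DMSO vehicle plates as background controls.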
HT1080 IDH1KD tx = HT-1080 IDH1 knockdown cell toxicity (counter line) | HT-1080 IDH1 knockdown viability, ATP luminescence, 48 h | Potency, µM (top dose mostly 46.1 µM), for the others: at the highest dose activity, negative = toxicity, actives largely listed as cytotoxic | 360,000 compounds, 2% hits | AID 686971;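 further: potency means the concentration at half of the fitted maximal effect; 0% = DMSO wells and -100% = cell-free medium wells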
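Using the IDH1-knockdown HT-1080 line run in the same batch and compound series as the NT line, viability after 48 h at 37 °C was determined by CellTiter-Glo luminescence and expressed as % activity.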
ATXN2 expr inh = inhibitors of ATXN2 expression | Potency, µM (highest dose often 57 µM), for inactives: top-dose activity change, negative = inhibition, usual class: inhibitors | 360,000 compounds, 0.72% hits | HEK-293 ATXN2-luciferase reporter, luminescence, 24 h; further: potency means the concentration at half of the fitted maximal effect; on the % scale 0 is the no-effect control and ±100 the full control effect; nearly all actives have a fitted effect of over 55% in size
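ATXN2-luciferase reporter cells (luciferase flanked by upstream and downstream ATXN2 gene portions) were treated 24 h at 37 °C with compounds at up to 57 uM. SteadyGlo luminescence gave expression; GF-AFC fluorescence gave viability.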
MCF10A rerep = induces DNA re-replication in MCF 10a normal breast cells; AID 624296; Potency, µM (doses to about 46.1 µM), inactives show top-dose activity, positive = re-replication, actives largely listed as activators; MCF 10A DNA re-replication, Hoechst nuclear intensity, 48 h; 350,000 compounds, 2.9% hits; further: potency means the concentration at half of the fitted maximal effect; % of control where 0% means no effect; nearly all actives have a fitted effect of over 50% in size
HepG2 viability = counter-screen for TGF-b inhibitors: cytotoxicity in HepG2 cells. 410,000 compounds, 0.76% hits. HepG2 CAGA-GFP viability, ATP luminescence, 18 h. AID 588856. Potency, µM (top dose mostly 46.1 µM), without a hit: top-dose activity change, negative = cytotoxicity, most hits filed as cytotoxic; further: potency means the concentration at half of the fitted maximal effect; some results filed as inactive show a strong effect at the top dose
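HepG2 CAGA-GFP cells (1000/well, DMEM with 1% FBS) received compound, then TGF-beta at 500 pg/mL final, and were incubated 18 hours at 37 degrees C. Viability was read by CellTiter-Glo luminescence. Media-only wells were set as complete cell-killing and DMSO as no toxicity.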
SW480 rereplic = DNA re-replication induction in SW480 cells; 340,000 compounds, 1.8% hits; Potency, µM (highest dose often 46.1 µM), without a hit: at the top dose re-replication activation, actives largely listed as activators; AID 624297; SW480 DNA re-replication, Hoechst DNA content imaging, 48 h; further: potency means the concentration at half of the fitted maximal effect; % of control where 0% means no effect; nearly all actives have a fitted effect of over 55% in size
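First, 250 cells per well were seeded. Next, compound or vehicle (23 nL) was pinned in, plates sat 48 hr at 37 C. Finally Hoechst was added for 40 min before fluorescence scanning.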
An asterisk follows results filed as active; i = inactive; u = inconclusive; x = not tested or not shown; & = joins results of further samples; [ ] = dose if it differs, or a comment. Unless noted, the call rests on the fitted dose curve; in most records, active means well fitted curve in the direction sought with a large enough effect; inconclusive means small, poorly fitted or top-dose-only effect, or another doubt; inactive means no such curve, though single readings can be large; an effect the other way counts as inactive or inconclusive.

(1) O=C(Nc1ccc(-n2cnnn2)cc1)C1CCCCC1
(2) COc1ccc(-c2nc(C#N)c(N3CCN(c4cccc(Cl)c4)CC3)o2)cc1OC
(3) [N-]=C=C1C(=O)NC(=O)C([n+]2ccc(-c3ccncc3)cc2)C1c1ccccc1C(F)(F)F (stereo unspecified)
(4) CCOc1ccccc1NCc1cc(=O)oc2cc(C)c(O)cc12
(5) O=C(N/C=C/c1ccccc1)c1ccccc1
(6) O=C(O)/C(=C\c1ccc(Br)cc1)NC(=O)c1cccs1
(7) CN(CC(=O)Nc1ccc(Cl)cc1)C(=O)c1ccc(S(=O)(=O)Nc2ccccc2)cc1
(8) Cc1ccc(OCCC(=O)OCC(=O)NC(=O)c2ccccc2)cc1

assay / entry	1	2	3	4	5	6	7	8
HT1080NT lethal	10%	9%	11%	-29%	7%	-9%	13µM*	11%
S2 tox	i	i	i	i	i	i	i	i
IL1B secr inh	0	0	1	21	-8	-19	u	3
KB-3-1 tox	16%	2%	4%	-13%	-12%	-3%	-30%	-5%
HT1080 IDH1KD tx	8%	7%	6%	-19%	14%	4%	16µM*	0%
ATXN2 expr inh	1%	-6%	6%	-24%	89%[activator]	-4%	u	-11%
MCF10A rerep	-2%	-3%	u	16%	-15%	37%	u	-11%
HepG2 viability	-3%	-2%	-59%	-1%	-3%	5%	-34%	-9%
SW480 rereplic	-1%	0%	1%	10%	2%	10%	-25%	-79%[inhibitor]

(9) COC(=O)[C@H](C)NC(=O)NCCC1=CCCCC1
(10) COc1cc(OC)cc(-c2cc3nc(C)c(CCC(=O)NCc4ccc(Cl)cc4)c(C)n3n2)c1
(11) OC(c1cc(Cl)cc(Cl)c1)c1ncc(-c2cccc(F)c2)[nH]1 (stereo unspecified)
(12) O=C(NCCc1nc2ccccc2[nH]1)c1ccc(Br)o1
(13) Cc1ccc2oc(=O)c3cnn(CC(=O)N4CCN(c5ccccc5)CC4)c3c2c1
(14) C[C@@H]1CCCCO[C@H](CN(C)S(=O)(=O)c2cn(C)cn2)[C@@H](C)CN([C@H](C)CO)C(=O)c2cc(NC(=O)c3ccncc3)ccc2O1
(15) COc1ccccc1C(=O)Nc1ccc(S(=O)(=O)N2CCCCC2)cc1
(16) CCc1ccc(NC(=O)[C@H](C)NC(=O)C2CCN(C(=O)[C@@H](N)Cc3ccccc3)CC2)cc1

assay / entry	9	10	11	12	13	14	15	16
HT1080NT lethal	4%	x	u	19%	8%	3%	-10%	0%
S2 tox	i	u	i	i	i	i	i	u
IL1B secr inh	1	x	u	-23	1	-13	-8	-6
KB-3-1 tox	14%	0%	0%	-1%	8%&0%	0%	-3%	3%
HT1080 IDH1KD tx	-1%	x	u	19%	8%	0%	-19%	-10%
ATXN2 expr inh	-3%	u	u	0%	-17%	-6%	-14%	1%
MCF10A rerep	-6%	x	x	-26%	1%	x	0%	8%
HepG2 viability	3%	-36%	-36%	3%	7%&5%	-10%	-8%	4%
SW480 rereplic	-11%[9.22 µM]	x	x	-27%	1%	x	14%	6%

(17) Cc1ccc(C(=O)NCc2ccccn2)cc1Cl
(18) CCOCCCNC(=O)CCNC(=O)c1cc(OC)c(OC)c(OC)c1
(19) COC(=O)c1c(NC(=S)Nc2ccc(CC(=O)O)cc2)sc(C)c1C
(20) S=C(NCCc1ccc(Cl)cc1)NC1CCCCC1
(21) O=C(Cn1c(NCCCO)nc2ccccc21)c1ccco1
(22) COc1ccc(S(=O)(=O)N(C)C)cc1NC(=O)COC(=O)c1nc2nccc(C)n2n1
(23) c1ccc(-n2nnnc2NC2CCCCCC2)cc1
(24) CCN(CC(=O)NCc1cccs1)C(=O)c1ccc(S(=O)(=O)Nc2ccccc2)cc1

assay / entry	17	18	19	20	21	22	23	24
HT1080NT lethal	8%	20%	12%	-24%	1%	-6%	3%	3%
S2 tox	i	i	i	u	i	i	u	i
IL1B secr inh	-8	15	19	-94*	6	9	25	-8
KB-3-1 tox	-2%	5%	8%	0%	-3%	7%	-9%	24%
HT1080 IDH1KD tx	1%	4%	5%	u	-2%[9.24 µM]	6%	-23%	-7%
ATXN2 expr inh	x	2%	2%	27%	-7%	x	3%	-6%
MCF10A rerep	-11%	-17%	-7%	u	18µM*	-1%	u	-3%
HepG2 viability	7%	3%	-5%	-53%	-1%	-7%	-20%	0%
SW480 rereplic	-86%[inhibitor]	-5%	3%	18%	u	0%	3.7µM*	-2%

Entries listed so far printed as active in IL1B secr inh.
| nr | SMILES | IL1B secr inh |
| --- | --- | --- |
| 20 | S=C(NCCc1ccc(Cl)cc1)NC1CCCCC1 | -94* |

Continued:
(25) C/C(=C\C(=O)c1ccc(F)cc1)NCc1ccc2c(c1)OCO2
(26) Cc1ccc(-c2nc(=S)c3c(n2Cc2cccnc2)CC(C)(C)OC3)cc1
(27) COc1cc(NC(=O)c2ccccc2)c(OC)cc1NC(=O)CN1C(=O)NC2(CCCCC2)C1=O
(28) N#Cc1cn(-c2ccccc2)nc1-c1cc2ccccc2oc1=O
(29) Cc1cccc(NC(=O)CSCC(=O)N(C)CCOc2ccc(Cl)cc2)c1
(30) CCC1CCCCN1C(=S)NC(=O)c1cccc([N+](=O)[O-])c1 (stereo unspecified)
(31) COc1cccc2c1O/C(=N\O)C(C(=O)Nc1cccc(C)c1C)C2 (stereo unspecified)
(32) COc1ccc(CCNC(=O)C(=O)NCC2OCCN2S(=O)(=O)c2ccc(OC)cc2)cc1 (stereo unspecified)

assay / entry	25	26	27	28	29	30	31	32
HT1080NT lethal	-6%	9%	-4%	-7%	-1%	-22%	u	-2%
S2 tox	i	i	i	i	i	i	i	u
IL1B secr inh	-11	-16	1	-3	u	38	-5	-9
KB-3-1 tox	3%	3%	3%	0%	-2%	-13%	4%	0%
HT1080 IDH1KD tx	-19%	7%	-3%	0%	-7%	-20%	18%	4%
ATXN2 expr inh	-10%	9%	-7%	50%[activator]	-1%	-26%	18%	-15%
MCF10A rerep	-3%	-1%	41%	-9%	u	10%	-1%	0%
HepG2 viability	-22%	30%	-1%	-3%	0%	0%	7%	-5%
SW480 rereplic	-4%	-84%[inhibitor]	-28%	0%	-2%	3%	-6%	9%

Three entries from above, with each value named.
26	Cc1ccc(-c2nc(=S)c3c(n2Cc2cccnc2)CC(C)(C)OC3)cc1
  HT1080NT lethal: 9%
  S2 tox: i
  IL1B secr inh: -16
  KB-3-1 tox: 3%
  HT1080 IDH1KD tx: 7%
  ATXN2 expr inh: 9%
  MCF10A rerep: -1%
  HepG2 viability: 30%
  SW480 rereplic: -84%[inhibitor]

27	COc1cc(NC(=O)c2ccccc2)c(OC)cc1NC(=O)CN1C(=O)NC2(CCCCC2)C1=O
  HT1080NT lethal: -4%
  S2 tox: i
  IL1B secr inh: 1
  KB-3-1 tox: 3%
  HT1080 IDH1KD tx: -3%
  ATXN2 expr inh: -7%
  MCF10A rerep: 41%
  HepG2 viability: -1%
  SW480 rereplic: -28%

28	N#Cc1cn(-c2ccccc2)nc1-c1cc2ccccc2oc1=O
  HT1080NT lethal: -7%
  S2 tox: i
  IL1B secr inh: -3
  KB-3-1 tox: 0%
  HT1080 IDH1KD tx: 0%
  ATXN2 expr inh: 50%[activator]
  MCF10A rerep: -9%
  HepG2 viability: -3%
  SW480 rereplic: 0%

Further results:
(33) COc1cccc(OC)c1C(=O)NC(=O)Nc1c(F)c(F)c(F)c(F)c1F
(34) CC(Sc1nc(-c2ccccc2)cc(C(F)(F)F)n1)C(=O)NCCN1CCOCC1 (stereo unspecified)
(35) CCc1nc2ccccc2[nH]c1=O
(36) CCOC(=O)C1CCCN(CC(=O)c2ccc(F)cc2)C1 (stereo unspecified)
(37) COc1ccc(C2CC(=O)C(C=NCCN3CCN(C(=S)Nc4ccccc4)CC3)=C(O)C2)cc1OC (stereo unspecified)
(38) COc1ccc(Cl)cc1NC(=O)Nc1cn(C)nc1C
(39) Cc1cc(SCC(=O)OCC(=O)N(C)c2ccccc2)nc2ccccc12
(40) CCc1nc(SCC(=O)c2ccc3c(c2)OCCO3)c2ccccc2n1

assay / entry	33	34	35	36	37	38	39	40
HT1080NT lethal	0%	1%	3%	17%	-4%	14%	1%	u
S2 tox	i	u	i	i	i	i	i	u
IL1B secr inh	-28	-16	41	12	36	x	7	-63*
KB-3-1 tox	-2%	9%	-22%	1%	11%	1%	1%	u
HT1080 IDH1KD tx	14%	5%	2%	23%	-30%	1%	8%	u
ATXN2 expr inh	x	-12%	11%	-4%	-12%[11.3 µM]	-5%	3%	-18%
MCF10A rerep	-1%	0%	-10%	2%	-14%	u	u	u
HepG2 viability	-5%	-9%	1%	3%	17%	-19%	5%	-28%
SW480 rereplic	u	-6%	-82%[inhibitor]	-12%	-1%	u	u	u

(41) COc1ccc(NC(=S)N(CCCN2CCCCCC2)Cc2cccs2)cc1
(42) Cc1ccccc1NC(=O)C1C2C=CC(C3CC23)C1C(=O)O (stereo unspecified)
(43) CC(C)n1c(SCCCc2ccccc2)nc2c1c(=O)[nH]c(=O)n2C
(44) C/C(=N\NC(=O)c1c(C)nc2ccccn12)c1ccco1
(45) CCCCc1cc(=O)oc2c3c(cc(OCC(=O)NCCCO)c12)OC(C)(C)CC3
(46) COc1ccc(-c2[nH]ncc2CN2CCCN(c3ccccc3)CC2)c(F)c1
(47) Cc1ccc2[nH]cc(CCNC(=O)c3ccco3)c2c1

assay / entry	41	42	43	44	45	46	47
HT1080NT lethal	1%	17%	3%	-15%	-3%	-24%	12%
S2 tox	i	u	u	i	i	i	i
IL1B secr inh	-4	5	49	0	-7	-62*	14
KB-3-1 tox	5%	2%	-21%	-4%	-5%	10%	-1%
HT1080 IDH1KD tx	4%	14%	10%	21%	-22%	-17%	-1%
ATXN2 expr inh	37%	-2%	-14%	-6%	-15%	-27%	28%
MCF10A rerep	-1%	27%	6%	0%	0%	1%	6%
HepG2 viability	-1%	-7%	-17%	1%	-24%	-23%	10%
SW480 rereplic	-13%	-7%	-29%	0%	-29%	-2%	-9%
